LAP4 TOR yeast: modulators of LAP4-GFP expression in yeast, primary screen, S. cerevisiae, multiplex flow cytometry, MLPCN library. GFP response vs DMSO, % at 10 µM. 3 h; median GFP as percent of DMSO wells. hit rate 0.34% among 320,000;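 active = GFP response vs DMSO above a set limit, about the screen mean plus 3 SD, cut at about 150% in these data; inconclusive = under 70 cell events counted for the yeast strain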
VLA-4 inh: inhibition in human VLA-4 binding assay, primary screen, VLA-4 allosteric modulator project, MLPCN library, flow cytometry, VLA-4 expressing cells; Integrin alpha-4 (Homo sapiens), P13612; ligand binding flow cytometry; inhibition, % (about 7 µM as worked out from the volumes in the protocol); hit rate 0.2% among 330,000; AID 2557, 2010; in the data active = inhibition above about 50%
GASC-1 inh: inhibitors of GASC-1 histone demethylase, primary screen, biochemical, fluorescence, DELFIA europium | inhibition, % at 2.35 µM | Lysine-specific demethylase 4C (Homo sapiens), Q9H3R0 | GST-JMJD2C(1-420) H3K9me3 demethylation | AID 2099, 2009 | hit rate 0.069% among 330,000;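 active = more than half of a compound's replicate wells show inhibition beyond 50%, single wells judged on their own value; inconclusive = some, but no more than half, of replicates pass 50% inhibition; inactive = no replicate passes 50% inhibition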;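 note: signal counts dimethyl H3K9 product captured on neutravidin plate; 0% = median of DMSO wells and 100% = 0.3 times that DMSO median; strong numbers were not always called active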
Target sequence (Q9H3R0 1-420 limits assumed): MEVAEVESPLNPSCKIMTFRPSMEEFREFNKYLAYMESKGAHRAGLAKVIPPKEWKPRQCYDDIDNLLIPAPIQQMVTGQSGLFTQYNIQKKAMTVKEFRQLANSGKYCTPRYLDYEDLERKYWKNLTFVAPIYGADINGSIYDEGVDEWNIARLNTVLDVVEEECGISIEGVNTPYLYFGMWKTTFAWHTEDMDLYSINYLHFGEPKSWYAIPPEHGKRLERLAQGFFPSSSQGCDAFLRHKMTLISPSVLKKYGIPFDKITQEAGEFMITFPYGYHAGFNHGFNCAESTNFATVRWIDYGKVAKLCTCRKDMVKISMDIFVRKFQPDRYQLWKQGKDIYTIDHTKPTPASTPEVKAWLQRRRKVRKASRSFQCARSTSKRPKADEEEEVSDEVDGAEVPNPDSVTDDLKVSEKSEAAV
MEP2-GFP yeast: modulators of MEP2-GFP levels in yeast, primary screen, S. cerevisiae, multiplex flow cytometry, MLPCN library; AID 2016, 2009; GFP response vs DMSO, % at 10 µM; hit rate 0.51% among 330,000; S. cerevisiae MEP2-GFP strain, 3 h; 100% = DMSO control level;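 active = GFP response versus DMSO above a set limit, roughly screen mean plus 3 SD, cut at about 180% in these data; inconclusive = fewer than 70 cells counted for a yeast strain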;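 note: median GFP fluorescence of the barcode-gated MEP2-GFP cells per well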
RPL19A-GFP yeast: RPL19A-GFP expression modulators in yeast, primary screen, cell-based, S. cerevisiae, multiplex flow cytometry, MLPCN. AID 2025, 2009. percent response vs DMSO, % at 10 µM. hit rate 0.3% among 330,000. S. cerevisiae RPL19A-GFP strain, 3 h; stronger effect = lower value;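 active = percent response vs DMSO below 50%; inconclusive = fewer than 70 events counted for the yeast strain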;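 note: median channel GFP fluorescence of the barcoded RPL19A-GFP strain; ratio of sample median GFP to plate DMSO average so 100% = DMSO; lower means less RPL19A-GFP as with rapamycin TOR inhibition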
AGP1-GFP MLPCN: modulators of AGP1-GFP expression in yeast TOR pathway, primary screen, cell-based, multiplex flow cytometry, S. cerevisiae, MLPCN library. 3 h; GFP as percent of DMSO wells. GFP response vs DMSO, % at 10 µM. hit rate 0.02% among 320,000. AID 2066, 2009;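 active = GFP response relative to DMSO above a set limit, near screen average plus 3 SD, cut at about 150% in these data; inconclusive = fewer than 70 cells counted for the yeast strain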;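 note: median GFP channel fluorescence of the gated AGP1 strain per well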
CIT2 TOR yeast: modulators of CIT2-GFP expression in yeast, primary screen, S. cerevisiae, GFP fusion, multiplex flow cytometry, MLPCN library; AID 2029, 2009; S. cerevisiae CIT2-GFP strain, 3 h; 100 means same as DMSO wells; hit rate 0.065% among 320,000; GFP response vs DMSO, % at 10 µM;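 active = GFP response relative to DMSO above a set limit, near the screen mean plus 3 SD, cut at about 150% in these data; inconclusive = Fewer than 70 cells measured for a yeast strain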;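 note: ratio of well median GFP fluorescence to mean of DMSO wells on the plate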
GRK2 aptamer HTS: compounds blocking aptamer binding on GRK2 – biochemical, human GRK2, bead flow cytometry, HTS, primary screen; FAM-aptamer displacement from GRK2; hit rate 0.59% among 330,000; inhibition of aptamer binding, % at 10 µM; AID 488847, 2010;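 active = inhibition of aptamer binding above 40%, roughly 3 SD of noise, on plates passing a quality check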;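 note: median bead fluorescence of bound FAM aptamer so fluorescent compounds give negative values; no value below 0 was filed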
Target sequence (P25098 whole entry, looked up): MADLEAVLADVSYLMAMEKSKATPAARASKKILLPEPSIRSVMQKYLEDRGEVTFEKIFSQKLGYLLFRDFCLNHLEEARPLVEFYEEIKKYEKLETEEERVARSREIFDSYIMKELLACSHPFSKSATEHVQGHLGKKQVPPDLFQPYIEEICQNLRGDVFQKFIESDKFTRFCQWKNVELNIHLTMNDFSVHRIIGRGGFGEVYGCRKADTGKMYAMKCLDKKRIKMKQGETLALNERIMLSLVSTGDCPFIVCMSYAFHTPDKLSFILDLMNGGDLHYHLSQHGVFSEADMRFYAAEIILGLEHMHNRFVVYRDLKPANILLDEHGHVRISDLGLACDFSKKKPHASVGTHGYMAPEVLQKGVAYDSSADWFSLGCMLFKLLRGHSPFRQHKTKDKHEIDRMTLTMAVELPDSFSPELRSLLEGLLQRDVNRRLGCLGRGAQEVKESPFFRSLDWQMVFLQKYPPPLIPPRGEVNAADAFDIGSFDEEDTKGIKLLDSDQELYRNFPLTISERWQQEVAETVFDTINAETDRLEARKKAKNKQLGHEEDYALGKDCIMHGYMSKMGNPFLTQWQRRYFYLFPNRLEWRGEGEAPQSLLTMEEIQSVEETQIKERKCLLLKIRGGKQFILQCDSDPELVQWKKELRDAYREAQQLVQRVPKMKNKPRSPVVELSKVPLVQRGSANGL
Starred values were filed as active, the others as inactive; u = inconclusive; x = not tested or not shown. Compounds as they come; any-hit rate near 1.7%.

item	CIT2 TOR yeast	GRK2 aptamer HTS	GASC-1 inh	AGP1-GFP MLPCN	RPL19A-GFP yeast	LAP4 TOR yeast	MEP2-GFP yeast	VLA-4 inh	SMILES
1	90	0	14	93	95	92	96	-2	CCOC(=O)c1nn(-c2ccc(C)cc2)c(=O)c2c(N)scc12
2	80	0	-26	94	94	103	96	6	Oc1c(C=Nc2ccccc2)sc2ccccc12
3	77	1	0	94	92	116	101	7	Cc1cc(C(=O)N/N=C/c2ccc(OCc3ccccc3)cc2)c(C)o1
4	108	2	2	103	104	98	112	0	N#Cc1ccc(-c2csc(NC(=O)c3ccc(S(=O)(=O)N4CCc5ccccc5C4)cc3)n2)cc1
5	107	x	-4	94	103	91	96	5	COc1cc(C)c(S(=O)(=O)NOCc2ccccc2)c(C)c1C
6	100	0	4	106	102	104	103	31	CCOC(=O)c1cccc(Nc2ncnc3ccccc23)c1
7	91	0	-1	102	99	110	102	4	NS(=O)(=O)c1ccc(NC(=O)COC(=O)c2ccc(Cl)cc2[N+](=O)[O-])cc1
8	96	0	-1	101	105	102	105	-12	O=C(CCN1C(=O)/C(=C/c2ccc3c(c2)OCO3)SC1=S)Nc1ccccc1
9	90	3	-16	80	95	89	91	9	CC(C)(CO)Cc1cc(C(C)(C)C)c(O)c(C(C)(C)C)c1
10	115	4	-8	92	105	88	78	-5	Cc1cccc(-n2[nH]c3c4c(ccc3c2=O)C(=O)c2ccccc2C4=O)c1
11	109	1	-4	112	103	103	108	10	O=C(NCC(c1cccs1)N1CCOCC1)c1ccc(Cl)cc1 (stereo not drawn)
12	93	1	14	96	100	99	100	7	O=C1c2[nH]nc(-c3ccccc3O)c2C(c2ccc(F)cc2)N1CC1CCCO1 (stereo not drawn)
13	95	2	0	93	99	94	98	5	CC1CCCCN1S(=O)(=O)c1ccccc1[N+](=O)[O-] (stereo not drawn)
14	96	1	2	99	99	106	99	0	COC(=O)c1ccccc1NC1CC(=O)N(c2c(C)cccc2C)C1=O (stereo not drawn)
15	101	3	2	107	99	108	103	-7	O=C(NN1C(=O)NC2(CCCCC2)C1=O)c1cc(F)cc(F)c1
16	x	21	-9	103	103	94	102	-18	CNC(=S)Nc1cccc2[nH]ncc12
17	83	2	0	95	93	121	92	-6	N#Cc1nc(COc2ccc(Br)cc2)oc1N1CCCC1
18	105	0	2	105	102	105	97	9	CC(=O)N1c2ccc(S(=O)(=O)N3CCCC(C(=O)N4CCC(C)CC4)C3)cc2CC1C (stereo not drawn)
19	103	3	8	100	101	101	104	14	CCOC(=O)Cn1nnnc1CN(CCc1ccccc1)Cc1cc2cc(CC)ccc2[nH]c1=O
20	98	0	5	98	95	94	92	3	COCC(C)n1c(SCC(=O)N(C)C2CCS(=O)(=O)C2)nc2ccccc2c1=O (stereo not drawn)
21	110	0	20	109	108	105	107	10	O=C(CCc1ccccc1)Nc1cc2c3c(c1)CC(=O)N3CCC2
22	113	1	-11	103	107	99	127	23	O=C(CN(c1ccccc1)S(=O)(=O)c1ccccc1)N/N=C/c1ccc(OC2CSC2)cc1
23	98	0	5	105	97	101	92	6	CN(C)CCN(C(=O)c1ccc2ccccc2c1)c1nc2ccc(F)cc2s1
24	103	4	-22	103	99	100	104	19	COCCn1cc(C(=O)N2CCCC(C)C2)c2c3ccccc3n(C)c2c1=O (stereo not drawn)

Some entries already given, limited to GRK2 aptamer HTS.
entry	canonical_smiles	GRK2 aptamer HTS
24	COCCn1cc(C(=O)N2CCCC(C)C2)c2c3ccccc3n(C)c2c1=O (stereo not drawn)	4
19	CCOC(=O)Cn1nnnc1CN(CCc1ccccc1)Cc1cc2cc(CC)ccc2[nH]c1=O	3
22	O=C(CN(c1ccccc1)S(=O)(=O)c1ccccc1)N/N=C/c1ccc(OC2CSC2)cc1	1
23	CN(C)CCN(C(=O)c1ccc2ccccc2c1)c1nc2ccc(F)cc2s1	0
18	CC(=O)N1c2ccc(S(=O)(=O)N3CCCC(C(=O)N4CCC(C)CC4)C3)cc2CC1C (stereo not drawn)	0

Going on with the list.
item	CIT2 TOR yeast	GRK2 aptamer HTS	GASC-1 inh	AGP1-GFP MLPCN	RPL19A-GFP yeast	LAP4 TOR yeast	MEP2-GFP yeast	VLA-4 inh	SMILES
25	101	0	-4	101	103	105	106	12	NC(=O)C1CCCN(C(=O)CCc2nnc(C3(c4ccc(Cl)cc4)CCC3)o2)C1 (stereo not drawn)
26	103	0	-12	100	115	100	108	38	CCC1CCCCN1CC(O)COCc1cccc(OC)c1 (stereo not drawn)
27	104	1	2	96	102	89	91	-4	CCCNC(=O)c1cc(SC)ccc1Cl
28	103	1	7	98	98	90	103	0	Cc1cc(C(=O)NCC(=O)Nc2ccc(F)c(F)c2)c(C)o1
29	100	0	4	103	96	106	95	23	CC(C)C(=O)N=C1SC2CS(=O)(=O)CC2N1Cc1ccc(Cl)cc1 (stereo not drawn)
30	98	2	2	95	93	98	98	16	CCc1ccc(N2CC(C(=O)Nc3ccc4c(c3)OCCO4)CC2=O)cc1 (stereo not drawn)
31	103	0	7	101	104	108	112	19	O=S(=O)(NC(=NC1CCCC1)C(F)(F)F)c1ccccc1
32	105	4	0	100	99	105	104	1	CC(NC(=O)c1ccco1)C(=O)Nc1nc(-c2ccccn2)cs1 (stereo not drawn)
33	91	2	-11	97	101	99	97	0	CCCNc1nc2c(c(=O)[nH]c(=O)n2C)n1CCc1ccccc1
34	98	4	1	100	98	95	105	11	COC(CNC(=O)C(=O)Nc1cc2c3c(c1)CC(=O)N3CCC2)OC
35	98	0	-16	95	102	94	101	0	CCOc1ccc(NC(=O)N2CCC(n3c(=O)[nH]c4ccccc43)CC2)cc1
36	104	1	5	96	100	91	98	2	O=C(Cn1nnc(-c2ccccc2)n1)N1CCCCC1
37	100	0	-22	98	93	98	95	1	CCOC(=O)C1(CC)NC(c2ccc(OC)cc2OC)C2C(=O)N(C)C(=O)C21 (stereo not drawn)
38	95	2	-1	106	100	109	93	2	COc1cc(CNC(=O)c2cc3ccccc3oc2=O)cc(OC)c1OC
39	106	0	9	106	99	93	98	5	Cc1cc(OCC(=O)NNC(=O)c2cccs2)ccc1Br
40	105	0	2	108	101	98	100	-1	Cn1c(NC(=O)c2cccs2)cc(=O)n(C)c1=O
41	102	0	2	103	98	96	103	-11	Cc1ccc(C2CC(c3ccco3)n3ncnc3N2)cc1 (stereo not drawn)
42	97	5	3	95	88	134	97	-7	Cc1ccc(C(=O)O/N=C/c2c(N3CCOCC3)n(C)c3ccccc23)cc1
43	97	0	2	107	96	100	93	-1	COc1ccccc1C(=O)NCC(=O)OC(C)C(=O)N1CCOCC1 (stereo not drawn)
44	102	0	8	106	105	101	105	8	COc1ccc(-c2csc(NC(=O)C3CCN(C(=O)c4ccc(F)cc4)CC3)n2)cc1OC
45	x	0	6	96	96	89	95	6	CC(=O)Nc1ccc(OCC(O)CN2CCN(Cc3ccccc3)CC2)cc1 (stereo not drawn)
46	u	0	-5	u	u	u	u	11	CCOC(=O)NC(=O)CSc1nnc(C2CC2)n1Cc1ccco1
47	102	0	-6	107	100	91	102	-3	Clc1ccccc1-c1nc2ccccc2c2nncn12
48	97	0	3	95	107	102	103	-1	CC(=O)Nc1ccc(C(=O)N/N=C/c2cccnc2)cc1
49	94	0	16	95	102	113	100	0	Cc1ccc(-c2nnc(SCC#CCOC(=O)c3cccs3)o2)cc1
50	112	0	-5	34	97	96	112	-5	Cn1c(C(C#N)C(=O)Cc2cccc3ccccc23)nc2ccccc21 (stereo not drawn)
51	103	3	10	107	105	104	103	3	C=CCNC(=S)Nc1cccc2ccccc12
52	90	3	-7	92	86	93	92	-1	CCOc1ccc(S(=O)(=O)Nc2ccc(C(=O)N(C)CC(=O)Nc3ccc(OC)cc3)cc2)cc1
53	93	0	10	100	98	102	96	16	Cc1nnc(SCCCCSc2nnc(C)c(=O)[nH]2)[nH]c1=O
54	105	0	4	103	99	94	104	-2	O=C(CSc1ncn[nH]1)Nc1ccccc1-c1ccccc1
55	99	0	4	102	100	106	96	9	O=C(CN1CCN(Cc2ccccc2)CC1)Nc1ccc(N2CCOCC2)cc1
56	100	0	-13	94	102	93	99	-7	O=C(Cc1nn[nH]n1)Nc1cc(Cl)cc(Cl)c1
57	94	0	3	98	106	91	102	8	Cc1ccccc1CS(=O)(=O)Cc1ccc(C(=O)NCCCN2CCOCC2)o1
58	94	0	-1	89	96	100	102	9	Cc1ccc(Oc2nc3c(c(=O)n(C)c(=O)n3C)n2C)cc1C
59	106	1	10	107	104	99	107	15	CC(C)OCC(O)CN1CCC(Cc2ccccc2)CC1 (stereo not drawn)
60	100	1	-11	100	103	95	105	4	CCCCN(C)S(=O)(=O)c1ccc(C(=O)Nc2nnc(-c3ccco3)o2)cc1
61	99	0	-3	86	96	115	69	17	CCN(CC)c1ccc(S(=O)(=O)N2CCOCC2)cc1NC(=O)c1cc(=O)c2ccccc2o1
62	96	0	22	91	91	89	93	12	Cc1nnc(SCC(=O)NC2CC2)s1
63	88	1	11	88	94	99	94	19	COc1ccccc1/C=C/C(=O)c1cc(Br)ccc1OC(=O)c1ccco1
64	102	0	1	97	105	94	108	9	COc1cccc(N2C(=O)C3CCCN3C2=S)c1 (stereo not drawn)
65	94	2	-20	102	97	111	93	8	COc1ccc(OC)c(NC(=O)C(=O)NNC(=O)C23CC4CC(CC(C4)C2)C3)c1
66	95	17	-1	98	100	91	104	15	CC1CCCC(C)N1C(=O)C1CCCCC1 (stereo not drawn)
67	95	7	0	92	98	106	95	14	COc1ccc(-c2nn3c(-c4ccc(F)cc4)nnc3s2)cc1
68	87	0	2	u	86	86	u	9	NC(=O)CN1C(=O)C(O)(CC(=O)/C=C\c2ccc3c(c2)OCO3)c2ccccc21 (stereo not drawn)
69	101	0	9	97	100	90	97	17	COc1ccc(CN(C)S(=O)(=O)c2nnc(NC(=O)c3cccc(F)c3)s2)cc1
70	98	0	3	102	98	102	101	11	COCC(C)NC(=O)COc1nncc2ccccc12 (stereo not drawn)
71	96	0	5	104	100	108	98	0	COc1cccc(Oc2c(C)oc3c(CN4CCCCC4)c(O)ccc3c2=O)c1
72	108	3	-1	100	98	100	102	-4	O=C1NC(=S)N/C1=C/c1cccc([N+](=O)[O-])c1O
73	u	0	-4	u	u	u	u	5	O=C(NCc1ccc(F)cc1)C1CCN(S(=O)(=O)N2CCCC2)CC1
74	90	2	4	84	92	84	93	1	O=C(NCc1ccccc1F)C1CCCN(S(=O)(=O)c2ccc(-n3cnnn3)cc2)C1 (stereo not drawn)
75	94	1	-5	20	91	91	112	-1	CCCc1cc(=O)oc2cc(C)cc(OCC(=O)NCc3ccncc3)c12
76	106	2	-19	102	99	120	111	3	CCOC(=O)CSc1nc2c(sc(=S)n2Cc2ccco2)c(=O)n1-c1ccccc1
77	101	17	2	99	99	88	99	-14	Cc1ccc(S(=O)(=O)NC(N)=NCCc2ccc(Cl)cc2)cc1
78	99	0	-2	105	104	93	108	0	O=C(O)C(c1ccccc1)N1C(=O)c2cccc3cccc(c23)C1=O (stereo not drawn)
79	94	0	-11	104	101	108	107	3	COc1ccc(C2C(C(C)=O)=C(O)C(=O)N2CCc2c[nH]c3ccccc23)cc1OC (stereo not drawn)
80	102	0	4	104	100	103	101	-7	Cc1cccc(-n2c(-c3ccccc3)c[nH]c2=S)c1C

Compound activity as filed in PubChem BioAssay.
